Bioassay records (PubChem)
TCR act: T cell receptor activation. primary human leukocytes, anti-CD3, IL-2 HTRF, 48 h. AID 504894. Potency, µM (doses to about 9.22 µM), without a hit: at the top dose activation of IL-2 secretion, most hits filed as activators. 330,000 tested, under 10 active; also: % of control where 0% means no effect
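Compounds are tested in HTS on primary human leukocytes co-incubated with a-CD3 beads for 48 hr. IL-2 output is measured by time-resolved FRET.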
Mito fusion yeast: inhibitors of mitochondrial division or activators of mitochondrial fusion | S. cerevisiae fusion-defective mutant growth rescue, CellTiterGlo 48 h | Potency, µM (top dose mostly 46.1 µM), for the others: at the top dose growth rescue (activation), actives largely listed as activators | actives 0.23% (n = 320,000);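 also: potency is read from the fitted curve at half-maximal effect; % of control where 0% means no effect; nearly all actives have a fitted effect of over 45% in size; temperature-sensitive fusion mutants such as fzo1-1 at 37 °C on non-fermentable ethanol glycerol medium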
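Yeast fusion mutant, YPEG (non-fermentable carbon), compound, 48 h at 37C non-permissive; CellTiterGlo added, 10 min RT, luminescence read. Rescued growth = division inhibition.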
MBNL1 CUG block: blocks human MBNL1 binding to CUG repeat RNA; actives 0.036% (n = 280,000); TR-FRET MBNL1-His/biotin-(CUG)12 binding, 665/545 ratio; Potency, µM (doses to about 57.5 µM), without a hit: at the highest dose activity change, negative = inhibition, actives largely listed as inhibitors; active = well fitted inhibition curve with a large enough effect in the signal ratio, with a control signal flat, not every such curve was filed as active; inconclusive = small, poorly fitted or top-dose-only effect, or effect the other way, or a change in a side signal; inactive = no such curve, though single readings can be large or run the other way; the % refers to the signal ratio; also: potency is read from the fitted curve at half-maximal effect; % is scaled to controls: 0 for no effect and ±100 for the full control effect
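His-tagged MBNL1 binding to biotinylated (CUG)12 RNA was measured by TR-FRET using terbium anti-His antibody (0.055 ng/ul final) and streptavidin-XL665 (5 nM final). Compounds were titrated 92 nM to 58 uM; 60 min at room temperature.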
TSHR antagonist: blocks TSH signaling through the human TSH receptor | TSHR-expressing cells, TSH-stimulated cAMP HTRF, 2 h; hits give low values | activity change, negative = inhibition, % at 11.5 µM | actives 0.2% (n = 330,000) | AID 504810;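 active = activity change below a set negative limit, meaning inhibition stronger than a set level, cut at about -70% in these data; inconclusive = activity change between two set negative limits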; also: % is scaled to controls: 0 for no effect and ±100 for the full control effect
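Read-out is FRET at 665 nm (cryptate excitation 337 nm) from a cryptate-tagged anti-cAMP antibody, competed by cell cAMP against cAMP-d2. Compounds are tested on freshly harvested TSHR cells challenged with 4nM TSH (EC80) for 2 hours at 37 deg C.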
ASM inhibitor: inhibitors of human secretory acid sphingomyelinase | actives 0.006% (n = 340,000) | AID 504937 | placental ASM, HMU-PC fluorogenic substrate, 60 min | Potency, µM (highest dose often 57.5 µM), without a hit: at the top dose activity change, negative = inhibition, usual class: inhibitors | P17405; also: potency is read from the fitted curve at half-maximal effect
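HMU-PC0 cleavage (9 uM final) by human placental ASM, 60 min at 37 °C following 10 min compound exposure at RT; stopped at pH 10, fluorescence Ex 386/Em 447 nm.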
A-T KAP1 phos: candidate therapy for ataxia-telangiectasia | […] A-T fibroblasts, KAP-1 phosphorylation AlphaLISA; neocarzinostatin DNA damage 30 min before lysis | Potency, µM (titrated, usually from 57.5 µM), for the others: top-dose activation, usual class: activators | actives 0.19% (n = 320,000); also: potency is read from the fitted curve at half-maximal effect; % of control where 0% means no effect; nearly all actives have a fitted effect of over 45% in size
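ATM-like activity read as KAP-1 phosphorylation via AlphaLISA donor/acceptor antibody pairs after lysis and 6 hr at 25C. Cells were ATM-null patient fibroblasts ([…], hTERT), dosed 60 min, then exposed to the DSB inducer NCS for 30 min.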
Integrin act MD: activators of alpha7 integrin expression for muscular dystrophy; alpha7betagal myoblasts, beta-gal FDG fluorescence, 48 h; Potency, µM (doses to about 38.3 µM), for the others: at the highest dose activation, most hits filed as activators; actives 0.064% (n = 350,000); AID 624291;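 also: potency is read from the fitted curve at half-maximal effect; 100% = response of the positive control SU9516; nearly all actives have a fitted effect of over 60% in size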
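Alpha7betagal+/- myoblasts (passage 13) were plated 16-24 hr, then exposed to compounds (1:260 dilution of DMSO stock) for 48 hours at 37C. After MPER lysis, β-galactosidase reporter activity was read as FDG fluorescence (ex 480/em 540) after 30 minutes.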
TSG101-PTAP inh: blocks PTAP/TSG101 interaction to inhibit HIV-1 budding; Q99816; Fluorescence polarization, FITC-PTAP peptide / Tsg101 binding; Potency, µM (top dose mostly 115 µM), inactives show top-dose activity change, negative = inhibition, usual class: inhibitors; 340,000 tested, under 10 active; active = well fitted inhibition curve with a large enough effect in the main read-out, with a control signal flat, not every such curve was filed as active; inconclusive = small, poorly fitted or top-dose-only effect, or effect the other way, or a change in a side signal; inactive = no such curve, though single readings can be large or run the other way; also: potency is read from the fitted curve at half-maximal effect; % of control where 0% means no effect
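FP read-out: FITC-PTAP peptide, 50 nM final, binding Tsg101 binding domain, 10 uM final; 20 min, r.t.; 10 mM HEPES pH 7.5, 0.15 M NaCl, 0.01% Tween 20, 3 mM EDTA, 0.1 mM TCEP.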
Menin MLL FP TR: displaces Texas Red mutant MLL peptide from human menin. O00255. AID 1768. actives 0.23% (n = 270,000). Potency, µM (top dose mostly 61.6 µM), inactives show top-dose FP activity change, negative = inhibition, hits mostly inhibitors. Menin + Texas Red MLL mutant peptide, fluorescence polarization; active = well fitted inhibition curve with a large enough effect in the polarisation, with a control signal flat, not every such curve was filed as active; inconclusive = small, poorly fitted or top-dose-only effect, or effect the other way, or a change in a side signal; inactive = no such curve, though single readings can be large or run the other way; the % refers to the polarisation; also: potency is read from the fitted curve at half-maximal effect; % of control where 0% means no effect; many of its hits are not listed in these tables
MLL CXXC-DNA inh: MLL CXXC-DNA interaction inhibition; Potency, µM (top dose mostly 115 µM), without a hit: at the highest dose activity change, negative = inhibition, usual class: inhibitors; actives 0.037% (n = 290,000); MLL-CXXC / FITC-HOXA9 DNA fluorescence polarization; Q03164; active = well fitted inhibition curve with a large enough effect in the polarisation, with a control signal flat, not every such curve was filed as active; inconclusive = small, poorly fitted or top-dose-only effect, or effect the other way, or a change in a side signal; inactive = no such curve, though single readings can be large or run the other way; the % refers to the polarisation; also: potency is read from the fitted curve at half-maximal effect
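Purified MLL-CXXC (added from a 7 uM solution) was preincubated 5 min at ambient with pinned compounds in 50 mM Tris-HCl pH 7.5, 50 mM NaCl, 1 mM DTT, 0.05% BSA. Fluorescein-labeled HOX-A9 DNA (50 nM solution) followed, 30 min, then polarization read.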
* = called active by the depositor; ? = inconclusive; · = not tested or not shown; [ ] = another dose, or the depositor's remark. Unless noted, calls follow the shape of the dose curve; as a rule, active = well fitted curve in the direction sought with a large enough effect; inconclusive = small, poorly fitted or top-dose-only effect, or another doubt; inactive = no such curve, though single readings can be large; an effect the other way counts as inactive or inconclusive. The list is partial; rates above refer to the full screens.

SMILES	TCR act	Mito fusion yeast	MBNL1 CUG block	TSHR antagonist	ASM inhibitor	A-T KAP1 phos	Integrin act MD	TSG101-PTAP inh	Menin MLL FP TR	MLL CXXC-DNA inh
COc1cccc(NC(=O)NNS(=O)(=O)c2ccc(OC)cc2OC)c1	3%	-3%	1%	29	-3%	-4%	20%	-3%	6%	4%
Cc1cc2ccccn2c1C(=O)c1ccc(S(=O)(=O)N(C)C)cc1	3%	-4%	?	-16	-11%	1%	-28%	0%	2%	0%
CCOc1ccccc1NC(=O)CSCC(=O)Nc1ccccc1	-3%	1%	0%	13	-5%	-3%	-2%[7.66 µM]	-6%	3%	-1%
COc1ccc(S(=O)(=O)N(CCC#N)Cc2ccco2)cc1OC	8%	1%	7%	5	-2%	3%	5%	-2%	·	-6%
Cc1c(N=C2N=C(NC(=O)c3cccs3)c3ccccc32)c(=O)n(-c2ccccc2)n1C	0%	-8%	?	15	-12%	2%	12%	?	-2%	?
O=C(COc1ncnc2ccccc12)Nc1cc(S(=O)(=O)N2CCOCC2)ccc1Cl	-3%	-3%	-5%	28	1%	12%	16%	-5%	·	34%[activator]
O=C(O)c1sc2cccc(Cl)c2c1Cl	-5%	12%	3%	-9	10%	-1%	-12%	-5%	7%	-4%
O=S1(=O)C=C(Oc2ccc3ccccc3c2)c2ccccc21	·	1%	-2%	11	-8%	3%	-24%	-3%	7%	1%
CCC(c1nnnn1CCc1ccccc1)N(Cc1ccco1)Cc1cc2c(C)ccc(C)c2[nH]c1=O (centres undefined)	1%	29%	20%	-9	-6%	-17%	0%	6%	-6%	-5%
O=C(CCc1nc(-c2ccccc2)no1)NCc1ccco1	4%	3%	2%	-13	1%	-4%	-32%	-7%	?	-4%
CCN(Cc1cc2cc(C)ccc2[nH]c1=O)C(=O)c1cccc([N+](=O)[O-])c1	0%	2%	5%	-4	3%	-27%	-3%	1%	·	?
CC(=O)c1cnc(SCc2ccc(Cl)cc2)nc1C	1%	1%	-8%	-2	-2%	4%	8%	2%	4%	16%
COC(=O)Cc1c(C)nc2nc(NCc3ccccc3OC)[nH]n2c1=O	-11%	0%	2%	3	2%	-6%	-6%	-4%	-17%	-2%
CCCNC(=O)N1CCN(C(c2ccccc2)c2ccccc2)CC1	3%	7%	-4%	-4	1%	2%	9%	0%	·	4%
O=C(NCCCN1CCOCC1)c1sc2ccccc2c1Cl	6%	0%	-3%	-4	1%	-5%	-6%	-6%	-1%	-1%
Clc1ccc(Nc2ncn[nH]2)cc1	-3%	-2%	-1%	49	3%	0%	19%	-5%	46%[activator]	11%
COC(CNC(=O)c1ccc2c(=O)n(Cc3ccc(Cl)cc3)c(=S)[nH]c2c1)OC	2%	-2%	16%	4	-2%	11%	13%	-1%	?	-5%
O=C(CCl)N=c1sccn1Cc1ccc(Cl)cc1Cl	·	-2%	11%	-12	0%	2%	-64%[inhibitor]	-5%	?	19%
CCCc1nc2ccccc2c(=O)n1NC(=O)c1c(O)c2ccccc2n(C)c1=O	·	10%	12%	0	-3%	7%	-9%	-1%	6%	19%
COc1cccc(COC(=O)c2sc3nc4n(c(=O)c3c2C)CCC4)c1OC	-43%	20%	·	-19	·	-6%	2%	-2%	·	·
CN1C(=O)NC(c2ccccc2)C2=C1CN(Cc1ccco1)C2=O (centres undefined)	5%	-5%	-2%	3	-7%	11%	24%	-3%	4%	-2%
C/C(=N/OC(=O)c1c(-c2c(Cl)cccc2Cl)noc1C)c1cnccn1	5%	1%	0%	25	0%	2%	16%	0%	5%	-7%
CC1CN=C(NC(=O)c2cccc([N+](=O)[O-])c2)S1 (centres undefined)	·	6%	?	-2	-5%	2%	-59%[inhibitor]	-8%	1%	-15%
CCCCN(C(=O)c1ccc2c(c1)S(=O)(=O)N=C1CCCCCN12)c1c(N)n(CC(C)C)c(=O)[nH]c1=O	8%	·	·	·	3%	·	13%	-7%	·	·
COc1ccc(S(=O)(=O)N2CCC(C(=O)N3CCN(C)CC3)CC2)cc1OC	6%	-8%	0%	7	3%	-2%	-10%	-1%	·	4%
The list continues.
SMILES	TCR act	Mito fusion yeast	MBNL1 CUG block	TSHR antagonist	ASM inhibitor	A-T KAP1 phos	Integrin act MD	TSG101-PTAP inh	Menin MLL FP TR	MLL CXXC-DNA inh
CCOC(=O)N1CCN(C(=O)c2ccc3c(=O)n(Cc4ccc(Cl)cc4)c(=S)[nH]c3c2)CC1	-5%	-18%	-4%	-11	-14%	-4%	24%	-2%	0%	1%
Cc1ccc(S(=O)(=O)NCCCNC(=O)N2CCOCC2)cc1	-3%	2%	-1%	-9	-1%	-4%	1%	-3%	4%	2%
O=C(Cn1c(NCCCO)nc2ccccc21)c1ccc(F)cc1	0%	2%	-7%	-11	2%	-6%	8%	-5%	4%	-1%
COc1ccc(-c2cc(C(F)(F)F)nc(SCCC(=O)N3CCCC3)n2)cc1	9%[46.1 µM]	1%	11%	3	-2%	6%	-18%	-5%	-20%	11%
Cn1c(Cn2c(=O)sc3ccccc32)nnc1SCC(=O)NC1CCCCC1	-5%[46.1 µM]	1%	-9%	-6	-5%	-1%	10%	2%	-8%	-1%
COc1cccc(-n2c(N)cc(=O)nc2SCC(=O)Nc2cc(C)on2)c1	5%	1%	0%	-9	-1%	12%	19%	-7%	-2%	14%
Cc1ccnc(NC(=O)CCC(=O)N(CC(=O)NCc2ccccc2)c2ccc3c(c2)OCO3)c1	-4%[46.1 µM]	-1%	4%	20	3%	·	-48%	-1%	-2%	14%
O=C(NNc1c([N+](=O)[O-])cc(C(F)(F)F)cc1[N+](=O)[O-])c1ccco1	-1%	-6%	?	-41	-2%	-4%	5%	-6%	·	-9%
O=C(NCCNC(=O)c1cc(Cl)ccc1Cl)c1ccccn1	-4%	5%	-4%	0	-2%	7%	3%	0%	13%	7%
COC(=O)CCCCC1SCC2NC(=O)NC21 (centres undefined)	4%	4%	-27%	-4	0%	5%	-17%	-5%	5%	0%
COC(=O)c1ccc(C2Nc3ccc(/C(C)=N/NC(=O)C(OC)c4ccccc4)cc3C3C=CCC32)cc1 (centres undefined)	·	-2%	?	-19	-4%	-2%	-6%	-4%	?	-1%
CN=C1S/C(=C\c2c(OC)cc(OC)cc2OC)C(=O)N1C	2%	-6%	21%	-11	20%	0%	4%	-4%	9%	28%
CCN(CC)C(=O)C1CCN(S(=O)(=O)c2c(C)noc2/C=C/c2cccc(C)c2)CC1	4%	-7%	?	-12	-5%	11%	-4%	-4%	-16%	·
CC1CCC2(CC1)NC(=O)N(NC(=O)CSc1nnc(NC3CC3)s1)C2=O (centres undefined)	-3%	-5%	·	-21	3%	-8%	-5%	-4%	·	·
O=C(COC(=O)c1cccc(C(=O)OCC(=O)NC2CCCCC2)n1)NC1CCCCC1	1%	2%	2%	6	-2%	3%	31%	-9%	-1%	2%
Oc1ccc(Br)cc1-c1cc(-c2ccccc2)n[nH]1	-1%[46.1 µM]	16%	1%	-9	-7%	4%	1%	-2%	-11%	-1%
Cc1nc2ccc(NC(=O)CCS(=O)(=O)c3ccccc3)cc2s1	-1%[46.1 µM]	7%	-15%	-19	2%	·	12%	-3%	-22%	-16%
CCCCn1c(N)c(N(CCOC)C(=O)C2CCN(S(=O)(=O)c3ccccc3)CC2)c(=O)[nH]c1=O	-2%	-2%	·	-3	·	5%	27%	-1%	·	·
CN1CCCN(C(=O)c2c(F)cccc2Cl)CC1	-12%	0%	2%	21	4%	-5%	-14%	-2%	-13%	1%
Cc1ccc(S(=O)(=O)N2CC(O)CC2C(=O)OCc2nc3sc(C)c(C)c3c(=O)[nH]2)cc1 (centres undefined)	5%	-1%	·	12	3%	4%	2%	-5%	4%	1%
Cc1cc(C(=O)CSc2nc(N)cc(=O)[nH]2)c(C)n1CCc1ccc(F)cc1	7%	-1%	-2%	0	-2%	2%	4%	-9%	4%	-6%
O=S1(=O)NC2CCCCCN2c2ccc(F)cc21 (centres undefined)	3%	1%	0%	-15	27%	16%	-12%	-3%	-9%	-9%
O=C(CN(C(=O)CCC(=O)Nc1nccs1)c1ccc(F)cc1)NCc1ccc(F)cc1	1%	-8%	-3%	·	1%	35%	-30%	-6%	·	5%
COc1ccc(CCC(=O)Nc2c(C)n(C)n(-c3ccccc3)c2=O)cc1	3%	3%	4%	0	1%	3%	-13%	-3%	-2%	6%
